IDH1 R132H inh – human IDH1 R132H inhibition. IDH1-R132H enzyme, NADPH consumption, diaphorase/resazurin fluorescence. Potency, µM (highest dose often 76.6 µM), without a hit: at the highest dose activity change, negative = inhibition, actives largely listed as inhibitors. actives 0.093% (n = 390,000); further: on the % scale 0 is the no-effect control and ±100 the full control effect; nearly all actives have a fitted effect of over 65% in size
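IDH1-R132H (0.5 ug/mL) preincubated 30 min with compound, then NADPH (0.016 mM) and alpha-KG (2 mM) added; 80 min at RT, pH 7.5. Remaining NADPH coupled via diaphorase/resazurin to fluorescence (540/590 nm); concentration-response curves normalized to no-enzyme control.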
RGS4 inh – blocks human RGS4-accelerated GTP hydrolysis; P49798; Transcreener GDP fluorescence polarization, RGS4-accelerated GTP hydrolysis; Potency, µM (doses to about 114 µM), for the others: at the top dose activity change, negative = inhibition, hits mostly inhibitors; actives 0.039% (n = 390,000); AID 504845; further: on the % scale 0 is the no-effect control and ±100 the full control effect; nearly all actives have a fitted effect of over 75% in size; some results filed as inactive show a strong effect at the top dose
Target sequence (P49798 whole entry, looked up): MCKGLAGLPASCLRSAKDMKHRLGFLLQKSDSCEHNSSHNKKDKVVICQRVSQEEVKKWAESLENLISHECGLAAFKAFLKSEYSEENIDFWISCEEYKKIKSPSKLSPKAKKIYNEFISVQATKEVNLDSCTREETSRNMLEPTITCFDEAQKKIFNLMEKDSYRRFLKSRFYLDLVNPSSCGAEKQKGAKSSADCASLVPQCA
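MLSMR compounds (23 nl, pin-transferred) preincubated 10 min at room temperature with a 500nM (2x) first reagent, then RGS4 at 900nM (2x) plus Transcreener GDP mix added; fluorescence polarization (620/688 nm) read before and after 90 min at 30 °C.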
TrxR1 substrate – rat thioredoxin reductase 1 substrate activity; O89049; purified TrxR1 substrate turnover, NADPH consumption readout; Potency, µM (top dose mostly 114 µM), inactives show at the highest dose activity change, negative = substrate turnover; actives 0.01% (n = 390,000); AID 588456; further: on the % scale 0 is the no-effect control and ±100 the full control effect; nearly all actives have a fitted effect of over 50% in size
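Rat TrxR1, dispensed at 90 nM, was prereduced with 400 uM NADPH (final) for 5 min at ~22 deg C, then incubated with compound 15 min before 400 uM selenite. A first-read NADPH fluorescence drop versus no-compound background flagged substrates.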
Vif-APOBEC3F blk – inhibitors of Vif-A3F interaction; HeLa A3F-eYFP + Vif (tagged APOBEC3F with the HIV-1 protein that degrades it), YFP fluorescence increase; Potency, µM (titrated, usually from 46.1 µM), for the others: top-dose activity, negative = active; actives 0.2% (n = 390,000); AID 602313; further: % of control where 0% means no effect; nearly all actives have a fitted effect of over 65% in size
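Fluorescence increase (Ex 488/Em 500-530) after overnight compound treatment at 37 deg C flags inhibition of Vif-driven A3F-eYFP loss in stable HeLa A3F-eYFP/Vif cells seeded overnight beforehand.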
USP1 inh – blocks the human USP1/UAF1 deubiquitinase complex; actives 0.23% (n = 390,000); O94782; Potency, µM (top dose mostly 57.1 µM), without a hit: top-dose activity change, negative = inhibition, hits mostly inhibitors; recombinant USP1/UAF1, Ub-Rhodamine cleavage fluorescence; further: on the % scale 0 is the no-effect control and ±100 the full control effect; nearly all actives have a fitted effect of over 60% in size; inactives centre near -12
Target sequence (O94782 whole entry, looked up): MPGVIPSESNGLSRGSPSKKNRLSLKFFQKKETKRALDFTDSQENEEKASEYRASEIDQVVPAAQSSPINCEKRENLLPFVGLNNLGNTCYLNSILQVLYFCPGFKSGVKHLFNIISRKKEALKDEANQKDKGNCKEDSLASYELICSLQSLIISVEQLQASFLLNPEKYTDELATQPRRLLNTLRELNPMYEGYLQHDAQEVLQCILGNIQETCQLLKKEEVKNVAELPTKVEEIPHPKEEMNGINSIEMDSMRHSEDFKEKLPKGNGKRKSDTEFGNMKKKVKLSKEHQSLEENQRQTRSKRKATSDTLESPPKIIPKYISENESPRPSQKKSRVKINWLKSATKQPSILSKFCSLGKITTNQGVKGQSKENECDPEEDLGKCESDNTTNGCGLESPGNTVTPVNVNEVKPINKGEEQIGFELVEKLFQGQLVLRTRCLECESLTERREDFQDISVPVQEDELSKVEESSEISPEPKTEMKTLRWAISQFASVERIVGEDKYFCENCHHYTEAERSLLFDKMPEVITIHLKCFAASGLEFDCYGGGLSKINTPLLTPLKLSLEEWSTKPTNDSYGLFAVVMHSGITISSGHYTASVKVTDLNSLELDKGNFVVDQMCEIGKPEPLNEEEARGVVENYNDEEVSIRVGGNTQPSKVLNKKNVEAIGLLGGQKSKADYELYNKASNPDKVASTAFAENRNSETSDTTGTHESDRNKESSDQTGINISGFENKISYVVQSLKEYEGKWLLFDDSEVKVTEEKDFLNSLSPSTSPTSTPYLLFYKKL
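1 nM enzyme complex + cpd, 15 min RT; start with Ub-Rho 150nM final; kinetic fluorescence ex 480/em 540, 6 reads q60 s. Buffer 50mM HEPES pH 7.8, 0.5mM EDTA, 0.1 mg/ml BSA, 1mM TCEP, 0.01% Tween-20.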
ALOX12 inh – inhibitors of human 12S-lipoxygenase ALOX12; actives 1.1% (n = 580,000); purified 12hLO, xylenol orange hydroperoxide absorbance; P18054; Potency, µM (doses to about 108 µM), for the others: at the highest dose activity change, negative = inhibition, hits mostly inhibitors; further: on the % scale 0 is the no-effect control and ±100 the full control effect
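Purified human 12hLO at 150 nM in 25 mM Hepes, 0.01% Triton X-100, pH 7.0, preincubated 15 min at room temperature with compound. Reaction started with 40 uM arachidonic acid, 30 min at room temperature. Hydroperoxide measured by Fe-xylenol orange, 573/405 nm absorbance ratio.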
rTrxR1 inhibitor – blocks rat thioredoxin reductase 1; AID 588453; recombinant rTrxR1, NADPH fluorescence consumption, selenite substrate; O89049; Potency, µM (highest dose often 114 µM), for inactives: top-dose activity change, negative = inhibition, actives largely listed as inhibitors; actives 1% (n = 390,000); further: on the % scale 0 is the no-effect control and ±100 the full control effect; nearly all actives have a fitted effect of over 65% in size
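Rat TrxR1 (90 nM in the dispensed reagent) was pre-reduced with 400 uM NADPH for 5 min at room temperature, then incubated with compound for 15 min. After 400 uM selenite was added, NADPH fluorescence (Ex 340/Em 450 nm) was followed for 8 min.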
RXFP1 agonist – RXFP1 (human) receptor agonism | actives 0.3% (n = 370,000) | HEK293T-RXFP1 cAMP TR-FRET, 30 min; response scale: percent of porcine relaxin response, buffer zero | Q9HBX9 | Potency, µM (top dose mostly 57.5 µM), inactives show at the top dose activation, most hits filed as activators; further: on the % scale 0 is the no-effect control and ±100 the full control effect; nearly all actives have a fitted effect of over 60% in size; many of its hits are not listed in these tables
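Agonist response is measured as cAMP accumulation in an RXFP1-transfected HEK293T line under PDE4 inhibition. Values are scaled between buffer-only and 29 nM porcine relaxin, and EC50s come from standard Hill equation fits.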
Vif-A3G inh – Vif-A3G binding inhibition; HeLa A3G-eYFP + Vif (tagged APOBEC3G with the HIV-1 protein that degrades it), YFP fluorescence, overnight; Potency, µM (titrated, usually from 46.1 µM), for the others: top-dose activity, negative = active, usual class: inhibitors; Q9HC16; AID 602310; actives 0.076% (n = 410,000);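 further: on the % scale 0 is the no-effect control and ±100 the full control effect; nearly all actives have a fitted effect of over 60% in size; hits raise eYFP signal because A3G escapes Vif-driven loss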
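HeLa cells stably expressing Vif and C-terminally eYFP-tagged A3G, seeded overnight at 37 deg C, then exposed to compound by pintool overnight at 37 deg C. Rise in yellow fluorescence (Ex 488/Em 500-530, Acumen) marks blocked Vif-driven A3G degradation.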
* hit, by the source's call; & = joins results of further samples; [ ] = remark or other dose. The call rests on the fitted dose curve; in most records, active means well fitted curve in the direction sought with a large enough effect; inconclusive means small, poorly fitted or top-dose-only effect, or another doubt; inactive means no such curve, though single readings can be large; an effect the other way counts as inactive or inconclusive. Potency means the concentration at half of the fitted maximal effect.

For Cc1ccc(Cl)cc1N(C)C(=O)Cn1nc(Cc2cccnc2)c2ccccc2c1=O the results were IDH1 R132H inh 0%, RGS4 inh 9%, TrxR1 substrate 0%, Vif-APOBEC3F blk 0%, USP1 inh 11%, ALOX12 inh 57%&-2%[activator], rTrxR1 inhibitor 10%, RXFP1 agonist 1.8% and Vif-A3G inh -1%.
For Cc1ccc(N2C(=O)/C(=C/c3ccco3)SC2=S)cc1 the results were IDH1 R132H inh 4%, RGS4 inh -25%, TrxR1 substrate 8%[57.1 µM], Vif-APOBEC3F blk -6%, USP1 inh -26%, ALOX12 inh 18µM*, rTrxR1 inhibitor 0%[57.1 µM], RXFP1 agonist -0.3% and Vif-A3G inh 0%.
`Cc1occc1C(=O)NNC(=O)C1CCCC1` gave IDH1 R132H inh 3%, RGS4 inh 24%, TrxR1 substrate 9%[57.1 µM], Vif-APOBEC3F blk -12%, USP1 inh -10%, ALOX12 inh 5%, rTrxR1 inhibitor 21%[57.1 µM], RXFP1 agonist -0.4% and Vif-A3G inh -3%.
For CCC(=O)NC(c1cc(Cl)c2ccccc2c1O)C(C)C (configuration not stated) the results were RGS4 inh -4%, TrxR1 substrate -1%, Vif-APOBEC3F blk -4%, ALOX12 inh -10%, rTrxR1 inhibitor 25%, RXFP1 agonist 3.5% and Vif-A3G inh -18%.
O=S(=O)(NCCc1ccccc1)c1cnc(Cl)c(Br)c1 was read as IDH1 R132H inh 8%, RGS4 inh -16%, TrxR1 substrate -10%, Vif-APOBEC3F blk -14%, USP1 inh -10%, ALOX12 inh 29%, rTrxR1 inhibitor -13%, RXFP1 agonist 0.7% and Vif-A3G inh -4%.
Screening COc1cccc(NC(=O)COc2cc(O)c3c(c2)OC(C)(C)CC3=O)c1 returned IDH1 R132H inh -10%, RGS4 inh 9%, TrxR1 substrate -5%, Vif-APOBEC3F blk 7%, USP1 inh 3%, ALOX12 inh 10%, rTrxR1 inhibitor 9%, RXFP1 agonist 4.6% and Vif-A3G inh 0%.
O=C(COc1ncnc2cc([N+](=O)[O-])ccc12)NC1CCCCC1 was read as IDH1 R132H inh 9%, RGS4 inh -18%[56.9 µM], TrxR1 substrate -5%[57.1 µM], Vif-APOBEC3F blk 3%, USP1 inh -14%, ALOX12 inh -1%, rTrxR1 inhibitor 38%[57.1 µM], RXFP1 agonist 23% and Vif-A3G inh -3%.
Screening Cc1cc2nc(C)n(CCCNC(=O)Nc3cccc4ccccc34)c2cc1C returned IDH1 R132H inh -9%, RGS4 inh inconclusive, TrxR1 substrate 0%, Vif-APOBEC3F blk 2%, USP1 inh -14%, ALOX12 inh -15%, rTrxR1 inhibitor -5%, RXFP1 agonist -0.2% and Vif-A3G inh -19%.
Screening CCOc1ccc(C(=O)Nc2ccccc2N2CCCC2)cc1 returned IDH1 R132H inh 1%, RGS4 inh 9%, TrxR1 substrate -7%[57.1 µM], Vif-APOBEC3F blk 4%, USP1 inh -9%, ALOX12 inh inconclusive, rTrxR1 inhibitor 11%, RXFP1 agonist 0.4% and Vif-A3G inh -16%.
CCCN(/C=N/c1sc2c(c1C#N)CCCCC2)CCC was read as IDH1 R132H inh -3%, RGS4 inh -24%, TrxR1 substrate -4%, Vif-APOBEC3F blk -5%, USP1 inh -10%, ALOX12 inh inconclusive, rTrxR1 inhibitor -4%, RXFP1 agonist 2.3% and Vif-A3G inh 0%.
For CN1CCN(C(=O)c2ccc(CSc3ccc(Cl)cc3)cc2)CC1 the results were IDH1 R132H inh -1%, RGS4 inh 2%, TrxR1 substrate 1%, Vif-APOBEC3F blk -9%, USP1 inh -15%, ALOX12 inh 0%, rTrxR1 inhibitor 7%, RXFP1 agonist 1.7% and Vif-A3G inh 2%.
Screening O=C(NC(=S)N1CCN(c2ccccc2)CC1)c1ccc(S(=O)(=O)N2CCOCC2)cc1 returned IDH1 R132H inh 7%, RGS4 inh -2%, TrxR1 substrate 0%, Vif-APOBEC3F blk inconclusive, USP1 inh -7%, ALOX12 inh 13%, rTrxR1 inhibitor -5%, RXFP1 agonist -2.1% and Vif-A3G inh -1%.
O=C(c1ccc(S(=O)(=O)N2CCOCC2)cc1)N1CCN(c2cccc(Cl)c2)CC1 was read as IDH1 R132H inh 9%, RGS4 inh -8%, TrxR1 substrate 1%, Vif-APOBEC3F blk 0%, USP1 inh -12%, ALOX12 inh -3%, rTrxR1 inhibitor 20%, RXFP1 agonist -1.2% and Vif-A3G inh -8%.
Screening COc1ccc(CN2CC(C(=O)NCCc3ccc(C)cc3)CC2=O)cc1 (configuration not stated) returned IDH1 R132H inh -1%, RGS4 inh -6%, TrxR1 substrate -9%, Vif-APOBEC3F blk -2%, USP1 inh -2%, ALOX12 inh -1%, rTrxR1 inhibitor -5%, RXFP1 agonist -2.1% and Vif-A3G inh 0%.
For S=c1[nH]nc(Cc2ccccc2)n1-c1ccccc1 the results were IDH1 R132H inh 3%, RGS4 inh -49%, TrxR1 substrate 3%, Vif-APOBEC3F blk -4%, USP1 inh -12%, ALOX12 inh inconclusive, rTrxR1 inhibitor 0%, RXFP1 agonist 0.1% and Vif-A3G inh -1%.
Screening COCCn1c(C)cc2c(c1=O)C(c1ccccc1F)C(C#N)=C(N)O2 (configuration not stated) returned IDH1 R132H inh -2%, RGS4 inh -7%, TrxR1 substrate 5%, Vif-APOBEC3F blk -2%, USP1 inh -17%, ALOX12 inh -14%, rTrxR1 inhibitor 4%, RXFP1 agonist 3.7% and Vif-A3G inh -8%.
For CCOC(=O)N1CCN(C(=O)C2CCC(=O)N(CCc3ccccc3)C2)CC1 (configuration not stated) the results were IDH1 R132H inh 6%, RGS4 inh -20%, TrxR1 substrate -3%, Vif-APOBEC3F blk 3%, USP1 inh -10%, ALOX12 inh -8%, rTrxR1 inhibitor -10% and Vif-A3G inh -3%.
Cc1cccc(OCC(=O)NNC(=O)c2ccc3nc[nH]c3c2)c1 was read as IDH1 R132H inh 3%, RGS4 inh -5%, TrxR1 substrate -2%, Vif-APOBEC3F blk -5%, USP1 inh -21%, ALOX12 inh 3%, rTrxR1 inhibitor 1%, RXFP1 agonist 1.5% and Vif-A3G inh 2%.
`O=C(NCCc1ccncc1)Nc1ccc(Cl)cc1` gave IDH1 R132H inh 2%, RGS4 inh -20%, TrxR1 substrate 7%, Vif-APOBEC3F blk 4%, USP1 inh -10%, ALOX12 inh 10%, rTrxR1 inhibitor 14%, RXFP1 agonist 1.4% and Vif-A3G inh 1%.
Screening COc1ccccc1C(=O)Nc1nnc(S(=O)(=O)N2CCC(C)CC2)s1 returned IDH1 R132H inh 11%, RGS4 inh 5%, TrxR1 substrate -5%, Vif-APOBEC3F blk -13%, USP1 inh -20%, ALOX12 inh -7%, rTrxR1 inhibitor 20%, RXFP1 agonist 5.0% and Vif-A3G inh 1%.

Reprinted at random: 2 entries already listed
Screening COc1ccc(CN2CC(C(=O)NCCc3ccc(C)cc3)CC2=O)cc1 (configuration not stated) returned IDH1 R132H inh -1%, RGS4 inh -6%, TrxR1 substrate -9%, Vif-APOBEC3F blk -2%, USP1 inh -2%, ALOX12 inh -1%, rTrxR1 inhibitor -5%, RXFP1 agonist -2.1% and Vif-A3G inh 0%.
Screening COc1cccc(NC(=O)COc2cc(O)c3c(c2)OC(C)(C)CC3=O)c1 returned IDH1 R132H inh -10%, RGS4 inh 9%, TrxR1 substrate -5%, Vif-APOBEC3F blk 7%, USP1 inh 3%, ALOX12 inh 10%, rTrxR1 inhibitor 9%, RXFP1 agonist 4.6% and Vif-A3G inh 0%.

(next part)
For CCCCn1cnc2c(Sc3c([N+](=O)[O-])ncn3C)nc(N)nc21 the results were IDH1 R132H inh 2%, RGS4 inh -7%, TrxR1 substrate -6%, Vif-APOBEC3F blk 1%, USP1 inh -25%, ALOX12 inh -10%, rTrxR1 inhibitor 2.8µM* and Vif-A3G inh -4%.
Screening CS(=O)(=O)Nc1ccc(C(=O)Nc2ccc3c(c2)OCO3)cc1 returned IDH1 R132H inh 1%, RGS4 inh 22%, TrxR1 substrate -2%[57.1 µM], Vif-APOBEC3F blk -1%, USP1 inh -6%, ALOX12 inh 0%, rTrxR1 inhibitor -2%[57.1 µM], RXFP1 agonist 1.8% and Vif-A3G inh 1%.
`CCOC(=O)c1c(NC(=O)C2=C(C)NC(=S)NC2c2ccccc2C(F)(F)F)sc(C)c1C` (configuration not stated) gave IDH1 R132H inh 3%, RGS4 inh -23%, TrxR1 substrate 11%, Vif-APOBEC3F blk 3%, USP1 inh -19%, ALOX12 inh 25µM*, rTrxR1 inhibitor 0%, RXFP1 agonist -0.7% and Vif-A3G inh -2%.
For CN1CCN(S(=O)(=O)c2cccs2)CC1 the results were IDH1 R132H inh 31%[activator], RGS4 inh -1%, TrxR1 substrate 10%[57.1 µM], Vif-APOBEC3F blk 11%, USP1 inh -17%, ALOX12 inh -1%, rTrxR1 inhibitor 17%, RXFP1 agonist 0.3% and Vif-A3G inh -3%.

Assay outcomes from PubChem.

An excerpt; the hit share may differ from the screen's.
